Bioassay records: PubChem BioAssay, several laboratories
phage Ecoli inh – E. coli growth loss with phage present; inhibition, % at 11.9 µM; 360,000 tested, 0.26% active; growth absorbance; in the data active = inhibition above about 11%
Arrestin-AP2 inh – human beta-arrestin and AP2 interaction inhibition; inhibition, % at 10 µM; FITC-arrestin peptide / GST-AP2 beads, flow cytometry; AP2 beta2 appendage carries R879A mutation; 340,000 tested, 0.31% active;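 active = inhibition above a set limit, near 3 SD of compounds lacking own fluorescence, cut at about 54% in these data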;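 note: plate controls were DMSO wells for no effect and 5 µM unlabelled arrestin peptide for full effect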
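Material – GST-tagged AP2 beta2-adaptin appendage (R879A) on 4 µm glutathione beads · Probe or stimulus – fluorescein-tagged arrestin peptide at 50 nM final · Timing – 12 min plus 1 h, RT · Detection – bead flow cytometry, FITC channel · Read-out basis – inhibition as reduced fluorescein signal on beads, percent · Medium – PBS plus Tween 20 (0.05%) and BSA (0.1%)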
MOR-DOR ag – OPRM1-OPRD1 heterodimerization agonism; activation, % at 9.3 µM; cells, luminescence; 340,000 tested, 0.3% active; in the data active = activation above about 18%;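 note: 0% = vehicle-treated cells and 100% = reference agonist; values of inactives mirror those of a sister screen read the other way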
Target sequence (P35372 whole entry, looked up): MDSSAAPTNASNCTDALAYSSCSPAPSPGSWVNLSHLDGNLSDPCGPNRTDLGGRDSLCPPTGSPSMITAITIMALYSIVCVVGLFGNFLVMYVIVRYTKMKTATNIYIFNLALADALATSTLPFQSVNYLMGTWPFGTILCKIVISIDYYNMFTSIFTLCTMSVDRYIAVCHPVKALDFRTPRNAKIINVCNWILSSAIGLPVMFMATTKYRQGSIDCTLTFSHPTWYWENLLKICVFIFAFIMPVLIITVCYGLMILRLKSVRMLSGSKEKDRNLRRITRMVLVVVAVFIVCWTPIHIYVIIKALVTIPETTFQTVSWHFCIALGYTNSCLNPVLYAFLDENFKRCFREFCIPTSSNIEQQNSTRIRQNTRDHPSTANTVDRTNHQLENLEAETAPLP
Target sequence (P41143 whole entry, looked up): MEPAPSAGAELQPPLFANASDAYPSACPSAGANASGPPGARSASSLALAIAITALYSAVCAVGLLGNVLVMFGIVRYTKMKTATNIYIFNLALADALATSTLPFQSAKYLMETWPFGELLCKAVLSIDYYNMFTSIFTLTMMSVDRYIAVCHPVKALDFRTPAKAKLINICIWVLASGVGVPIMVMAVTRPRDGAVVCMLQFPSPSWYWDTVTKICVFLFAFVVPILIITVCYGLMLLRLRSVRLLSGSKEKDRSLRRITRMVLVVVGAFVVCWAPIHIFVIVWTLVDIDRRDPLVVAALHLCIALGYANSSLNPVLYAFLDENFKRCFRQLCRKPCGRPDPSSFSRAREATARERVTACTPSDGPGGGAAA
SUMO Mot1 rescue – SUMOylation pathway inhibition by Mot1-301 growth rescue. 320,000 tested, 1% active. S. cerevisiae Mot1-301 growth rescue, ATP luminescence, 38.5C; percent above DMSO median, 100 means doubled. growth rescue, % at 18.8 µM;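 active = every valid replicate shows activation above 250% relative to neutral control wells; inactive = the rest, any valid replicate at or below 250%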;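 note: OY570 slx delta 5 strain wells were the positive control but not used for scaling; some compounds called inactive have numbers as strong as hits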
AddAB inh – less growth of phage-infected E. coli with AddAB. E. coli expressing H. pylori AddAB, absorbance growth. inhibition, % at 11.9 µM. 330,000 tested, 0.29% active. AID 435030; in the data active = inhibition above about 12%;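 note: 0% = vehicle wells of infected cells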
MOR-DOR inv ag – mu-delta opioid heterodimer inverse agonism; AID 504357; inhibition, % at 9.3 µM; cell-based MOR-DOR heterodimer luminescence; 340,000 tested, 0.21% active; P35372+P41143; in the data active = inhibition above about 22%, passing the limit was not always enough;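 note: 0% = cells with DMSO and 100% = wells without cells with DMSO; values of inactives mirror those of a sister screen read the other way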
PfHsp90 set2 – reduces growth (ATP signal) of yeast expressing P. falciparum Hsp90. S. cerevisiae expressing PfHsp90, BacTiter-Glo ATP, 48 h; yeast lacking PDR1 and PDR3 efflux regulators. AID 504621. inhibition, % at 9.4 µM. 310,000 tested, 0.32% active;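 active = every replicate shows inhibition above about 80%, whatever the replicate mean, limit read from the data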;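 note: 0% = DMSO neutral controls and 100% = 20 µM radicicol positive controls; yeast relying on Plasmodium falciparum Hsp90 in place of its own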
DSG3 Ab inh – human desmoglein-3 autoantibody binding inhibition. binding (percent of control), % at 10 µM. AID 588358. 310,000 tested, 0.48% active. DSG3-coupled beads, scFv-anti-DSG3-GFP binding, flow cytometry; stronger effect = lower value. P32926;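 active = binding more than 3 SD below its plate's average and above zero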;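 note: hits lower antibody fragment binding to DSG3; some compounds called inactive have numbers as strong as hits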
Tat export inh – blocks Tat-dependent protein export in E. coli; E. coli MC4100 TorA-mCherry Tat export, fluorescence; 340,000 tested, 0.036% active; inhibition, % at 10 µM;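 active = mean replicate inhibition at least 50% and at least half of replicates individually reaching 50%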;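 note: exported cargo escapes ClpAP degradation while cytoplasmic cargo is degraded and loses fluorescence; 0% = median of neutral control wells and 100% = median of NaSCN control wells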
PKA-R1A activ – activators of PKA-R1A complex. 340,000 tested, 0.083% active. AID 504707. PKA-R1A dissociation, Cy5-IP20 fluorescence polarization; scaled: DMSO 0%, 113 µM cGMP 100%. activation, % at 11.4 µM;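 active = percent activation above the mean of all tested compounds plus 3 SD, cut at about 19% in these data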;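 note: higher means more PKAc released from R1A so a rise in polarization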
E coli growth – counter-screen for AddAB inhibitors: E. coli growth inhibition. 330,000 tested, 0.27% active. E. coli V3065 growth, OD600 absorbance, 18 h. inhibition, % at 11.9 µM;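 active = inhibition above the campaign's mean inhibition across all tested compounds plus 3 SD, cut at about 9.9% in these data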;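 note: uninfected addAB+ strain grown without phage in ampicillin broth; 0% = DMSO wells and 100% = ciprofloxacin 0.95 µg/ml wells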
Numbers without * were called inactive.

How did CC(C(=O)NCc1ccccc1)N1C(=O)c2ccccc2C1=O (stereo not drawn) do in these assays?
phage Ecoli inh: 4.4; Arrestin-AP2 inh: 1; MOR-DOR ag: -0.8; SUMO Mot1 rescue: -18; AddAB inh: 1.6; MOR-DOR inv ag: 4; PfHsp90 set2: 22; DSG3 Ab inh: 123; Tat export inh: -4; PKA-R1A activ: 10; E coli growth: -1.5

How did COc1ccc(NC(=O)CN2CCN(Cc3ccc4c(c3)OCO4)CC2)cc1OC do in these assays?
phage Ecoli inh: -4.3; Arrestin-AP2 inh: 7; MOR-DOR ag: -0.8; SUMO Mot1 rescue: -8; AddAB inh: 2.1; MOR-DOR inv ag: 5; PfHsp90 set2: 16; DSG3 Ab inh: 101; Tat export inh: 0; PKA-R1A activ: -2; E coli growth: 0.3

Results for O=[N+]([O-])c1cccc(-c2nc(-c3cccs3)c(-c3cccs3)[nH]2)c1 ?
phage Ecoli inh: 1.4; Arrestin-AP2 inh: 3; MOR-DOR ag: 2.9; SUMO Mot1 rescue: -2; AddAB inh: 3.0; MOR-DOR inv ag: -16; PfHsp90 set2: -17; DSG3 Ab inh: 99; Tat export inh: 0; PKA-R1A activ: -8; E coli growth: 1.9

How did Cc1ccc(NC(=O)COc2ccc3oc4c(c3c2)CCCC4)nc1 do in these assays?
phage Ecoli inh: 0.4; Arrestin-AP2 inh: 16; MOR-DOR ag: -0.2; SUMO Mot1 rescue: 10; AddAB inh: 0.8; MOR-DOR inv ag: 1; PfHsp90 set2: 6; Tat export inh: -2; PKA-R1A activ: -3; E coli growth: 0.1

How did CCN(CC)C(=O)CN(c1cc(Cl)ccc1OC)S(=O)(=O)c1ccc(C)c([N+](=O)[O-])c1 do in these assays?
phage Ecoli inh: 2.0; Arrestin-AP2 inh: -5; MOR-DOR ag: -1.5; SUMO Mot1 rescue: 53; AddAB inh: -0.5; MOR-DOR inv ag: 8; PfHsp90 set2: 22; DSG3 Ab inh: 104; Tat export inh: 1; PKA-R1A activ: 2; E coli growth: -2.8

How did CCCCCCCCNS(=O)(=O)CCNCc1ccccc1 do in these assays?
phage Ecoli inh: 4.8; Arrestin-AP2 inh: -17; MOR-DOR ag: 0.0; MOR-DOR inv ag: 0; PfHsp90 set2: 7; DSG3 Ab inh: 107; Tat export inh: 5; PKA-R1A activ: -1

Results for COc1ccc(N=Cc2c(O)c3ccccc3n2C(C)=O)cc1 ?
phage Ecoli inh: 1.8; Arrestin-AP2 inh: 5; MOR-DOR ag: -0.9; SUMO Mot1 rescue: -9; AddAB inh: 0.3; MOR-DOR inv ag: 5; PfHsp90 set2: -22; DSG3 Ab inh: 143; Tat export inh: 18; PKA-R1A activ: -9; E coli growth: 0.9

Results for O=C1CC(c2ccccc2)CC(O)=C1C=Nc1ccc(Cl)cc1 (stereo not drawn) ?
phage Ecoli inh: 4.1; Arrestin-AP2 inh: 3; MOR-DOR ag: 0.8; SUMO Mot1 rescue: -11; AddAB inh: 3.8; MOR-DOR inv ag: -6; PfHsp90 set2: 2; DSG3 Ab inh: 94; Tat export inh: -4; PKA-R1A activ: -7; E coli growth: 0.3

Results for N#Cc1ccccc1S(=O)(=O)N1CCN(Cc2c(O)ccc3ccccc23)CC1 ?
phage Ecoli inh: 4.8; Arrestin-AP2 inh: 27; MOR-DOR ag: -0.5; SUMO Mot1 rescue: 28; AddAB inh: 0.8; MOR-DOR inv ag: 3; PfHsp90 set2: -10; DSG3 Ab inh: 98; Tat export inh: -8; PKA-R1A activ: -14; E coli growth: -1.2

What do the screens show for `CC[C@@H](C)[C@@H]1CN([C@@H](C)CN2CCC[C@H]2CN2C(N)=NC[C@H]2CC(C)C)C(=N)N1CCc1ccc(Cl)c(Cl)c1`?
phage Ecoli inh: 4.7; Arrestin-AP2 inh: 8; MOR-DOR ag: -0.6; SUMO Mot1 rescue: -25; AddAB inh: 2.2; MOR-DOR inv ag: 3; PfHsp90 set2: 14; DSG3 Ab inh: 112; Tat export inh: 11; PKA-R1A activ: 11; E coli growth: 1.4

Results for CCN(CC)c1ccc(/C=C(/C#N)c2nc3ccc(C)cc3[nH]2)c(OC(C)C)c1 ?
phage Ecoli inh: -0.1; Arrestin-AP2 inh: -9; MOR-DOR ag: -2.2; SUMO Mot1 rescue: 54; AddAB inh: 1.7; MOR-DOR inv ag: 13; PfHsp90 set2: -19; DSG3 Ab inh: 319; Tat export inh: 2; PKA-R1A activ: -5; E coli growth: -0.6

What do the screens show for `Cc1nn(Cc2cccc(C(=O)NCC(C)C)c2)c(C)c1Br`?
phage Ecoli inh: 2.7; Arrestin-AP2 inh: -5; MOR-DOR ag: -1.7; SUMO Mot1 rescue: 8; AddAB inh: 0.3; MOR-DOR inv ag: 9; PfHsp90 set2: -19; DSG3 Ab inh: 105; Tat export inh: 3; PKA-R1A activ: -2; E coli growth: -0.9

How did Cc1cccc(C)c1NC(=O)Cn1c(=O)n(CCCC(=O)NCc2ccco2)c(=O)c2sccc21 do in these assays?
phage Ecoli inh: 2.4; Arrestin-AP2 inh: -11; MOR-DOR ag: -0.9; SUMO Mot1 rescue: -7; AddAB inh: -3.5; MOR-DOR inv ag: 5; PfHsp90 set2: 27; DSG3 Ab inh: 104; Tat export inh: -11; PKA-R1A activ: 7; E coli growth: -1.4

What do the screens show for `COc1ccc(/C=N/Nc2cc(C)nc(N3CCOCC3)n2)c(OC)c1`?
phage Ecoli inh: 1.3; Arrestin-AP2 inh: 0; MOR-DOR ag: 1.1; SUMO Mot1 rescue: 0; AddAB inh: 4.0; MOR-DOR inv ag: -6; PfHsp90 set2: -13; DSG3 Ab inh: 100; Tat export inh: -3; PKA-R1A activ: 1; E coli growth: -0.5

What do the screens show for `Fc1ccc(C2CCCN2Cc2nc(Cc3ccccc3F)no2)cc1` (stereo not drawn)?
phage Ecoli inh: -0.6; Arrestin-AP2 inh: 9; MOR-DOR ag: 4.0; SUMO Mot1 rescue: -1; AddAB inh: 0.0; MOR-DOR inv ag: -21; PfHsp90 set2: -6; DSG3 Ab inh: 104; Tat export inh: 0; PKA-R1A activ: -3; E coli growth: 1.2

Results for CCSC1=C(C#N)C(c2ccc(OC)c(OC)c2)CC(=O)N1 (stereo not drawn) ?
phage Ecoli inh: 0.0; Arrestin-AP2 inh: -4; MOR-DOR ag: -4.0; SUMO Mot1 rescue: 5; AddAB inh: 4.0; MOR-DOR inv ag: 17; PfHsp90 set2: 13; Tat export inh: 7; PKA-R1A activ: -12; E coli growth: 2.7

What do the screens show for `COc1ccc2[nH]c3c(Cl)ncnc3c2c1`?
phage Ecoli inh: -0.5; Arrestin-AP2 inh: -22; MOR-DOR ag: 1.7; SUMO Mot1 rescue: 6; AddAB inh: 6.3; MOR-DOR inv ag: -10; PfHsp90 set2: 14; DSG3 Ab inh: 100; Tat export inh: -10; PKA-R1A activ: -18; E coli growth: 3.5

How did COC(=O)c1ccc(C2C(C(=O)c3cc4ccccc4o3)=C(O)C(=O)N2CCCN(C)C)cc1 (stereo not drawn) do in these assays?
phage Ecoli inh: 1.9; Arrestin-AP2 inh: 7; MOR-DOR ag: -1.5; SUMO Mot1 rescue: 46; AddAB inh: 3.2; MOR-DOR inv ag: 7; PfHsp90 set2: 7; DSG3 Ab inh: 92; Tat export inh: -4; PKA-R1A activ: -4; E coli growth: -0.7

What do the screens show for `COC(=O)CCCNC(=O)OCc1ccc([N+](=O)[O-])cc1`?
phage Ecoli inh: 3.6; Arrestin-AP2 inh: 0; MOR-DOR ag: -2.0; SUMO Mot1 rescue: 8; AddAB inh: 0.4; MOR-DOR inv ag: 11; PfHsp90 set2: 2; DSG3 Ab inh: 107; Tat export inh: 2; PKA-R1A activ: -11; E coli growth: -1.3

How did CCOc1ccc(S(=O)(=O)N(CC)CC)cc1NC(=O)c1ccc(N2CCCC2=O)cc1 do in these assays?
phage Ecoli inh: 4.6; Arrestin-AP2 inh: -4; MOR-DOR ag: -1.2; SUMO Mot1 rescue: 11; AddAB inh: -0.2; MOR-DOR inv ag: 8; PfHsp90 set2: 22; DSG3 Ab inh: 100; Tat export inh: -4; PKA-R1A activ: -2; E coli growth: 2.1

What do the screens show for `COc1cc(Br)cc2cc(C(=O)NCC3CCCO3)c(=O)oc12` (stereo not drawn)?
phage Ecoli inh: 1.6; Arrestin-AP2 inh: 1; MOR-DOR ag: -3.5; AddAB inh: 0.5; MOR-DOR inv ag: 19; PfHsp90 set2: 1; DSG3 Ab inh: 100; Tat export inh: -9; PKA-R1A activ: -3; E coli growth: -0.8

Results for O=CN1CCN(C(=S)NC(=O)c2ccc(Cl)cc2)CC1 ?
phage Ecoli inh: 1.7; Arrestin-AP2 inh: -1; MOR-DOR ag: -1.1; MOR-DOR inv ag: 6; PfHsp90 set2: 9; DSG3 Ab inh: 109; Tat export inh: 1; PKA-R1A activ: -4

Results for O=C(O)Cc1ccc(C(=O)c2ccccc2F)s1 ?
phage Ecoli inh: 1.1; Arrestin-AP2 inh: 21; MOR-DOR ag: 1.6; SUMO Mot1 rescue: 144; AddAB inh: -1.4; MOR-DOR inv ag: -8; PfHsp90 set2: 6; Tat export inh: -5; PKA-R1A activ: -3; E coli growth: -0.9

Results for Cc1ccc(C(=O)C(OC(=O)CNC(=O)c2ccc(Cl)cc2)c2ccccc2)cc1 (stereo not drawn) ?
phage Ecoli inh: 3.0; Arrestin-AP2 inh: 3; MOR-DOR ag: -0.6; SUMO Mot1 rescue: 50; AddAB inh: -2.1; MOR-DOR inv ag: 3; PfHsp90 set2: -59; DSG3 Ab inh: 101; Tat export inh: 3; PKA-R1A activ: -11; E coli growth: -0.2

Results for CCC1CCC(NC(=O)Nc2cccc(OC)c2)CC1 (stereo not drawn) ?
phage Ecoli inh: 2.9; Arrestin-AP2 inh: 0; MOR-DOR ag: 1.3; SUMO Mot1 rescue: 1; AddAB inh: -0.8; MOR-DOR inv ag: -9; PfHsp90 set2: -10; DSG3 Ab inh: 90; Tat export inh: -2; PKA-R1A activ: -9; E coli growth: -0.6

How did Cn1c(=O)c2c(ncn2CC(=O)OCC(=O)Nc2ccccc2Cl)n(C)c1=O do in these assays?
phage Ecoli inh: 1.4; Arrestin-AP2 inh: 2; MOR-DOR ag: -1.3; SUMO Mot1 rescue: 1; AddAB inh: 0.0; MOR-DOR inv ag: 8; PfHsp90 set2: 15; DSG3 Ab inh: 97; Tat export inh: 6; PKA-R1A activ: 4; E coli growth: 0.2

Rows are unselected; about 2.8% have a hit in one of these screens.
